Compound activity from PubChem.
KKLEB cytotox – CF airway cell cytotoxicity counter-screen; AID 602141; activity change (cytotoxicity), % at 5 µM; KKLEB CF airway cells viability, ATPlite luminescence, overnight; stronger effect = lower value; cells stimulated with P. aeruginosa culture filtrate; actives 0.36% (n = 360,000);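 active = corrected activity change at or below -50% at 5 µM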
CF NFkB block – cystic fibrosis NF-kB activation inhibition. inhibition, % at 5 µM. KKLEB NF-kB-GFP reporter, PAF-induced, GFP fluorescence overnight. AID 588850. actives 0.86% (n = 360,000);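 active = at least 50% inhibition at 5 µM, scaled per plate between neutral and stimulator controls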;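 note: PAF is a Pseudomonas aeruginosa culture filtrate used as stimulus; plate controls were PAF-stimulated DMSO wells for no effect and unstimulated DMSO wells for full effect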
NCOA3 inh – human NCOA3 inhibition | Q9Y6Q9 | HEK293 GAL4-SRC3 luciferase reporter, luminescence | inhibition, % at 3.6 µM | actives 0.17% (n = 360,000);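 active = inhibition above a per-campaign cutoff, the mean of all compounds plus 3 SD, cut at about 60% in these data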;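 note: 0% = DMSO-treated cells and 100% = gossypol-treated cells at 36 µM; higher means less SRC3-driven luciferase light from the GAL4 reporter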
Target sequence (Q9Y6Q9 whole entry, looked up, the tested form may be a part): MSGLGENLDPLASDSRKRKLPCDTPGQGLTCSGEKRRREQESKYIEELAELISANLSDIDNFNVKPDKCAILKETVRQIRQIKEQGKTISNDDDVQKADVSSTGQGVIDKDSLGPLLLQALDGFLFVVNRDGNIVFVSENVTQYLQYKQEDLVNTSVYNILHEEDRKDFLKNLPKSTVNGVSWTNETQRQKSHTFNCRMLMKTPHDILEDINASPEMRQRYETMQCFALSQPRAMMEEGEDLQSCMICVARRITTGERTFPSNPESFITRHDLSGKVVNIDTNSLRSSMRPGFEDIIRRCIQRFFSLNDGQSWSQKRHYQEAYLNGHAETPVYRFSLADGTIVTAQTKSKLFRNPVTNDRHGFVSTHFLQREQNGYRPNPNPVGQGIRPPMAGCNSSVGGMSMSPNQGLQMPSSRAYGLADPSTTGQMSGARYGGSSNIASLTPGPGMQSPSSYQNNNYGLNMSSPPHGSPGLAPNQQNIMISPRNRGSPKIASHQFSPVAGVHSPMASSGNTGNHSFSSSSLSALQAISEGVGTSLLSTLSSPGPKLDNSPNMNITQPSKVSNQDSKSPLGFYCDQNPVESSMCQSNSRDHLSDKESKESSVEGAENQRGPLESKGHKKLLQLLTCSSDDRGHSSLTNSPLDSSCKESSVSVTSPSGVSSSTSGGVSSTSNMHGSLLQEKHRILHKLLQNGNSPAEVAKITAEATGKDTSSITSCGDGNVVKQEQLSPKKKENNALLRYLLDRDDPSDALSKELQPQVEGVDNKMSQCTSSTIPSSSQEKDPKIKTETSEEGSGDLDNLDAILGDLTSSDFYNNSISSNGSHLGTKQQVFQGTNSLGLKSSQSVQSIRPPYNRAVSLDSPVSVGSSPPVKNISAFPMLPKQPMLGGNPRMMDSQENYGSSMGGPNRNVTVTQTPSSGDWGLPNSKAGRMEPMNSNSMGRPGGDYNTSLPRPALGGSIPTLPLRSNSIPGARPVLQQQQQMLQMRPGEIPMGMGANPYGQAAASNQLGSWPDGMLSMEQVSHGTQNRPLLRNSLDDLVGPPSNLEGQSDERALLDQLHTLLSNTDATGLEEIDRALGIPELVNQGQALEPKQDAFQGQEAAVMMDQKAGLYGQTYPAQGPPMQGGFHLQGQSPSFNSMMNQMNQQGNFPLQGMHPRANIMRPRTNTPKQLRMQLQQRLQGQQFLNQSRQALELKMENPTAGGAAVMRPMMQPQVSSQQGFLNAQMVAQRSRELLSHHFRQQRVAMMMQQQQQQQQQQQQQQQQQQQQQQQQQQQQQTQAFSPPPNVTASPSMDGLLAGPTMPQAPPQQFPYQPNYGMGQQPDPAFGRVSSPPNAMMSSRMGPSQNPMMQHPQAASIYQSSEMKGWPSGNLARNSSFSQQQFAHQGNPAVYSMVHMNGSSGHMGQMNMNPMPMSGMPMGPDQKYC
TROY NFkB inh – blocks TROY-dependent signaling in reporter cells; AID 1347056; inhibition, % at 10 µM; Q293 LMP1-TROYcd NF-kB luciferase reporter, 4 h; actives 0.98% (n = 360,000);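 active = compounds whose plate-normalised and pattern-corrected inhibition of the luciferase reporter signal at the single screening dose is 50% or more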
SRC2 inh – inhibits human steroid receptor coactivator 2. Q15596. HEK293 GAL4-SRC2 luciferase reporter, luminescence. inhibition, % at 9 µM. actives 0.17% (n = 370,000). AID 651957;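 active = inhibition above the mean inhibition of all tested compounds plus 3 SD, set per campaign, cut at about 52% in these data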;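 note: 0% = DMSO treated cells and 100% = cells given Gossypol at 36 µM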
TWEAK Fn14 block – blocks TWEAK-Fn14 interaction in a reporter cell assay; TWEAK-stimulated Fn14 reporter cells, luciferase luminescence, 8 h; actives 2% (n = 360,000); inhibition, % at 10 µM; in the data active = inhibition above about 50%
NR2F2 inh – NR2F2 (human) inhibition, primary screen | P24468 | HEK293T NGFI-A luciferase reporter, luminescence | inhibition, % at 8.6 µM | actives 0.7% (n = 370,000) | AID 686940;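 active = inhibition above a per-plate cutoff, mean inhibition of test wells between control levels plus 3 SD, cut at about 38% in these data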;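 note: cells cotransfected with COUP-TFII expression vector driving the NGFI-A reporter; 0% = median of COUP-TF2 test wells and 100% = reporter-only cells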
NCOA1 inh – inhibits human SRC1 coactivator. Q15788. HEK293 GAL4-SRC1 luciferase reporter, luminescence. inhibition, % at 3.6 µM. actives 0.12% (n = 360,000). AID 588354;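 active = inhibition above the campaign mean plus 3 SD, with each screening campaign given its own cutoff, cut at about 60% in these data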;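 note: 0% = DMSO treated cells and 100% = gossypol at 36 µM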
TRAIL sens C8 – sensitizes caspase-8 expressing cells to TRAIL | actives 1% (n = 360,000) | NB7+C8 cells + TRAIL, ATPlite viability luminescence | inhibition (viability loss, TRAIL sensitization), % at 10 µM;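 active = compounds causing at least 50% loss of cell viability in the single-dose screen, relative to plate controls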
NR5A2 inv ag – inverse agonists of human LRH-1 (NR5A2). O00482. HEK293T StAR-luciferase reporter, LRH-1 transfected, 24 h. inhibition, % at 3.6 µM. actives 0.13% (n = 360,000). AID 602396;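 active = inhibition above the mean inhibition of all tested compounds plus 3 SD, cut at about 73% in these data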;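 note: 0% = DMSO wells and 100% = reporter-only cells lacking LRH-1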
EBV LMP1 NFkB – Epstein-Barr LMP1 NF-kappaB reporter inhibition; LMP1-induced NF-kappaB luciferase reporter cells, luminescence; inhibition, % at 12.5 µM; actives 0.69% (n = 350,000); AID 504558; in the data active = inhibition above about 41%;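 note: 0% = neutral control wells and 100% = reference inhibitor control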
* hit, by the source's call.

For O=C(NCc1ccc(F)cc1)c1cc(C2CCCCN2C(=O)CCc2ccccc2)on1 (stereo not drawn) the results were KKLEB cytotox 6, CF NFkB block -2, NCOA3 inh -22, TROY NFkB inh 7, SRC2 inh 18, TWEAK Fn14 block 5, NR2F2 inh 1, NCOA1 inh -7, TRAIL sens C8 21 and NR5A2 inv ag 16.
Screening CCCC(=O)Nc1cccc(NC(=O)c2ccccc2Br)c1 returned KKLEB cytotox 0, CF NFkB block 2, NCOA3 inh 12, TROY NFkB inh 29, SRC2 inh 52*, TWEAK Fn14 block 24, NR2F2 inh 0, NCOA1 inh 0, TRAIL sens C8 9, NR5A2 inv ag 0 and EBV LMP1 NFkB 9.
For NC(=O)C1CCN(C(=O)C23CC4CC(CC(C4)C2)C3)CC1 the results were KKLEB cytotox -1, CF NFkB block 4, NCOA3 inh 21, TROY NFkB inh -14, SRC2 inh -10, TWEAK Fn14 block -27, NR2F2 inh -6, NCOA1 inh 7, TRAIL sens C8 -16, NR5A2 inv ag 4 and EBV LMP1 NFkB -5.
C=CCNc1nc(NCCN2CCOCC2)nc(N2CCOCC2)n1 was read as KKLEB cytotox -4, CF NFkB block 0, NCOA3 inh 6, TROY NFkB inh 9, SRC2 inh -7, TWEAK Fn14 block 1, NR2F2 inh -2, NCOA1 inh -22, TRAIL sens C8 1, NR5A2 inv ag -11 and EBV LMP1 NFkB 1.
Screening COc1ccc(C(=O)COC(=O)Cn2nnc3ccccc32)cc1Br returned KKLEB cytotox -1, CF NFkB block 3, NCOA3 inh -1, TROY NFkB inh 9, SRC2 inh -30, TWEAK Fn14 block -6, NR2F2 inh -12, NCOA1 inh -24, TRAIL sens C8 -2, NR5A2 inv ag 15 and EBV LMP1 NFkB -4.
CN(C)CCNCc1ccccc1OC1CCCC1 was read as KKLEB cytotox -26, CF NFkB block 6, NCOA3 inh 6, TROY NFkB inh 9, SRC2 inh -16, TWEAK Fn14 block -12, NR2F2 inh -6, NCOA1 inh 2, TRAIL sens C8 -1, NR5A2 inv ag 4 and EBV LMP1 NFkB -1.
Screening C=C(C)[C@@H]1C2=CC(C(=O)OC)=C(C[C@H](C(=C)C)[C@H]3O[C@H]3C3=C[C@H]1OC3=O)O2 returned KKLEB cytotox -37, CF NFkB block 69*, NCOA3 inh 12, TROY NFkB inh 2, SRC2 inh 1, TWEAK Fn14 block 72*, NR2F2 inh 36, NCOA1 inh 0, TRAIL sens C8 77* and NR5A2 inv ag 30.
CCN(CC)CC(=O)n1c2c(c3ccccc31)CCCC2 was read as KKLEB cytotox 5, CF NFkB block -13, NCOA3 inh 2, TROY NFkB inh 3, SRC2 inh -13, TWEAK Fn14 block 1, NR2F2 inh 7, NCOA1 inh 1, TRAIL sens C8 -7, NR5A2 inv ag 7 and EBV LMP1 NFkB 5.
COc1ccc(S(=O)(=O)N2CCC(O)(c3ccc4c(c3)OCO4)CC2)cc1 was read as KKLEB cytotox 7, CF NFkB block 2, NCOA3 inh 26, TROY NFkB inh -2, SRC2 inh 4, TWEAK Fn14 block -32, NR2F2 inh 0, NCOA1 inh 8, TRAIL sens C8 -11, NR5A2 inv ag 9 and EBV LMP1 NFkB -7.
For CCOC(=O)Cc1csc(NC(=O)c2ccc3ccccc3n2)n1 the results were KKLEB cytotox 8, CF NFkB block -12, NCOA3 inh -41, TROY NFkB inh -32, SRC2 inh -18, TWEAK Fn14 block -16, NR2F2 inh -24, NCOA1 inh -12, TRAIL sens C8 19, NR5A2 inv ag -65 and EBV LMP1 NFkB -15.
For CN(C)S(=O)(=O)Nc1ccccc1F the results were KKLEB cytotox -1, CF NFkB block -3, NCOA3 inh -2, TROY NFkB inh -1, SRC2 inh 10, TWEAK Fn14 block 10, NR2F2 inh -12, NCOA1 inh 0, TRAIL sens C8 -3, NR5A2 inv ag 3 and EBV LMP1 NFkB 4.
COC(=O)[C@@H](NCc1cccc(CN[C@H](C(=O)OC)C(C)C)c1)C(C)C was read as KKLEB cytotox 13, CF NFkB block -2, NCOA3 inh 2, TROY NFkB inh -6, SRC2 inh 2, TWEAK Fn14 block 5, NR2F2 inh 9, NCOA1 inh 0, TRAIL sens C8 12, NR5A2 inv ag -6 and EBV LMP1 NFkB 3.
`CC1CCC(NC(=O)Cn2ncc3ccccc32)CC1` (stereo not drawn) gave KKLEB cytotox 6, CF NFkB block -5, NCOA3 inh -35, TROY NFkB inh -36, SRC2 inh -72, TWEAK Fn14 block -1, NR2F2 inh -23, NCOA1 inh -42, TRAIL sens C8 -15, NR5A2 inv ag -40 and EBV LMP1 NFkB -19.
For CCOC(=O)C(CC)n1cnc2c(nnn2-c2ccc(C)cc2)c1=O (stereo not drawn) the results were KKLEB cytotox -9, CF NFkB block -8, NCOA3 inh 4, TROY NFkB inh -4, SRC2 inh -3, TWEAK Fn14 block -8, NR2F2 inh -9, NCOA1 inh 2, TRAIL sens C8 -8, NR5A2 inv ag 0 and EBV LMP1 NFkB -1.
Screening COc1cc(CNC2CCCC2)cc(Cl)c1OCc1ccccc1F returned KKLEB cytotox -12, CF NFkB block -2, NCOA3 inh 7, TROY NFkB inh -12, SRC2 inh -11, TWEAK Fn14 block 3, NR2F2 inh -2, NCOA1 inh 1, TRAIL sens C8 23, NR5A2 inv ag 0 and EBV LMP1 NFkB -19.
For CC(=O)NCC(=O)OCC(=O)c1ccc(C)c(C)c1 the results were KKLEB cytotox 9, CF NFkB block 0, NCOA3 inh -1, TROY NFkB inh -14, SRC2 inh -3, TWEAK Fn14 block 18, NR2F2 inh -6, NCOA1 inh 4, TRAIL sens C8 -9, NR5A2 inv ag 15 and EBV LMP1 NFkB 1.
CCOC(=O)CSc1nc(C)cc(C)c1C#N was read as KKLEB cytotox -2, CF NFkB block 7, NCOA3 inh -17, TROY NFkB inh 5, SRC2 inh 1, TWEAK Fn14 block 5, NR2F2 inh 1, NCOA1 inh 0, TRAIL sens C8 -1, NR5A2 inv ag -14 and EBV LMP1 NFkB 3.
Cn1c(SCc2cccnc2)nc2cccnc21 was read as KKLEB cytotox -1, CF NFkB block 0, NCOA3 inh -10, TROY NFkB inh -13, SRC2 inh -7, TWEAK Fn14 block -10, NR2F2 inh -8, NCOA1 inh -11, TRAIL sens C8 13, NR5A2 inv ag -52 and EBV LMP1 NFkB -4.
Screening CC(=O)Nc1ccc(S(=O)(=O)N2CCN(c3ccc(C(C)=O)cc3)CC2)cc1 returned KKLEB cytotox -10, CF NFkB block -15, NCOA3 inh -6, TROY NFkB inh 2, SRC2 inh -11, TWEAK Fn14 block -8, NR2F2 inh -14, NCOA1 inh 3, TRAIL sens C8 -6 and NR5A2 inv ag 20.
C/C(N)=C(/C#N)C(=O)CSc1nnnn1-c1ccc(C)cc1C was read as KKLEB cytotox 0, CF NFkB block -3, NCOA3 inh -24, TROY NFkB inh 3, SRC2 inh -9, TWEAK Fn14 block 9, NR2F2 inh 24, NCOA1 inh -5, TRAIL sens C8 -2, NR5A2 inv ag 3 and EBV LMP1 NFkB 12.
Screening CCOC(=O)c1ccc(NC(=O)c2nc[nH]c2C(=O)N(C)Cc2ccccc2)cc1 returned KKLEB cytotox -4, CF NFkB block -4, NCOA3 inh -5, TROY NFkB inh -17, SRC2 inh 15, TWEAK Fn14 block -20, NR2F2 inh 13, NCOA1 inh 6, TRAIL sens C8 -3, NR5A2 inv ag 15 and EBV LMP1 NFkB -4.
`CC(=O)Nc1cc2c(cc1C(=O)c1ccccc1)OCCO2` gave KKLEB cytotox -3, CF NFkB block 10, NCOA3 inh 7, TROY NFkB inh -6, SRC2 inh 4, TWEAK Fn14 block 5, NR2F2 inh -7, NCOA1 inh 5, TRAIL sens C8 -12, NR5A2 inv ag 6 and EBV LMP1 NFkB -2.
Screening O=c1oc2ccccc2n1Cc1cccc(C(F)(F)F)c1 returned KKLEB cytotox -2, CF NFkB block -19, NCOA3 inh 16, TROY NFkB inh -20, SRC2 inh 12, TWEAK Fn14 block 11, NR2F2 inh 19, NCOA1 inh 12, TRAIL sens C8 -17, NR5A2 inv ag 8 and EBV LMP1 NFkB 1.
`Cn1nnnc1SCCNCc1ccccc1F` gave KKLEB cytotox 3, CF NFkB block 1, NCOA3 inh 11, TROY NFkB inh 0, SRC2 inh 6, TWEAK Fn14 block 10, NR2F2 inh 3, NCOA1 inh 1, TRAIL sens C8 -17, NR5A2 inv ag 9 and EBV LMP1 NFkB 2.
`CN1CCC(=NNC(=O)c2ccc(N(Cc3ccc(Cl)cc3)S(C)(=O)=O)cc2)CC1` gave KKLEB cytotox 8, CF NFkB block -6, NCOA3 inh 9, TROY NFkB inh -14, SRC2 inh 14, TWEAK Fn14 block -6, NR2F2 inh 4, NCOA1 inh 14, TRAIL sens C8 -5, NR5A2 inv ag 4 and EBV LMP1 NFkB -5.
For CCn1cnc2c1c(=O)n(CC(=O)NCC(C)C)c(=O)n2Cc1ccccc1 the results were KKLEB cytotox 7, CF NFkB block -12, NCOA3 inh -4, TROY NFkB inh 2, SRC2 inh -8, TWEAK Fn14 block 29, NR2F2 inh 6, NCOA1 inh 6, TRAIL sens C8 18, NR5A2 inv ag -14 and EBV LMP1 NFkB 1.
For COc1ccccc1CNc1ccccc1F the results were KKLEB cytotox 16, CF NFkB block -10, NCOA3 inh 2, TROY NFkB inh 6, SRC2 inh -6, TWEAK Fn14 block -13, NR2F2 inh -9, NCOA1 inh -3, TRAIL sens C8 3, NR5A2 inv ag -3 and EBV LMP1 NFkB -8.
Screening O=C1CC(C(=O)N2CCc3ccccc32)CN1c1cccc(C(F)(F)F)c1 (stereo not drawn) returned KKLEB cytotox -9, CF NFkB block 35, NCOA3 inh -11, TROY NFkB inh -12, SRC2 inh -13, TWEAK Fn14 block -2, NR2F2 inh 4, NCOA1 inh -3, TRAIL sens C8 -20, NR5A2 inv ag -2 and EBV LMP1 NFkB -4.
`COCc1c(C(=O)OCc2nc3ccsc3c(=O)[nH]2)oc2ccccc12` gave KKLEB cytotox 3, CF NFkB block 12, NCOA3 inh -9, TROY NFkB inh 1, SRC2 inh 24, TWEAK Fn14 block -1, NR2F2 inh 20, NCOA1 inh 2, TRAIL sens C8 -11, NR5A2 inv ag -40 and EBV LMP1 NFkB -7.
For CC(C)(C)OC(=O)N1CCC[C@H]1C(=O)NCc1ccc(F)cc1F the results were TROY NFkB inh 3, SRC2 inh 12, TWEAK Fn14 block -1, NR2F2 inh 16, TRAIL sens C8 4 and NR5A2 inv ag 8.
`CC(C)CCNC(=O)CN(Cc1ccc2c(c1)OCO2)C(=O)CCC(=O)Nc1ccccn1` gave KKLEB cytotox 10, CF NFkB block 4, NCOA3 inh 10, TROY NFkB inh -2, SRC2 inh -8, TWEAK Fn14 block -20, NR2F2 inh 1, NCOA1 inh -2, TRAIL sens C8 -9, NR5A2 inv ag 17 and EBV LMP1 NFkB 4.
Screening COc1ccc(Nc2nc(N)nc(CN3CCOCC3)n2)cc1 returned KKLEB cytotox 12, CF NFkB block -15, NCOA3 inh -8, TROY NFkB inh -4, SRC2 inh 9, TWEAK Fn14 block 1, NR2F2 inh -5, NCOA1 inh -32, TRAIL sens C8 5, NR5A2 inv ag 11 and EBV LMP1 NFkB 4.
